Compound activity deposited in PubChem BioAssay by National Center for Advancing Translational Sciences (NCATS).
JMJD2A Tudor inh: blocks the human JMJD2A Tudor domain | AlphaScreen JMJD2A-Tudor / H3K4me3 peptide binding | Potency, µM (doses to about 114 µM), for inactives: top-dose activity change, negative = inhibition, usual class: inhibitors | actives 4.4% (n = 390,000) | AID 504339; further: potency means the concentration at half of the fitted maximal effect; on the % scale 0 is the no-effect control and ±100 the full control effect; nearly all actives have a fitted effect of over 50% in size
G9a block: inhibitors of human histone lysine methyltransferase G9a; G9a H3K9 monomethylation, AlphaScreen, 2 h; Potency, µM (highest dose often 102 µM), without a hit: at the top dose activity, negative = inhibition, hits mostly inhibitors; actives 8.8% (n = 350,000); further: potency means the concentration at half of the fitted maximal effect; on the % scale 0 is the no-effect control and ±100 the full control effect; nearly all actives have a fitted effect of over 75% in size
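Using a bead-based AlphaScreen, monomethylated H3K9 product from 2 h room-temperature reactions (G9a 20 nM, peptide 500 nM, SAM 20 uM) was detected with 0.5 ug/mL rabbit anti-H3K9me1 antibody.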
HP1b binding inh: blocks HP1-beta chromodomain binding to methylated histone tails. P83916. AlphaScreen HP1-beta / biotin-H3K9me3 peptide binding. Potency, µM (top dose mostly 114 µM), for inactives: at the top dose activity change, negative = inhibition, most hits filed as inhibitors. actives 0.56% (n = 390,000). AID 540317; further: potency means the concentration at half of the fitted maximal effect; nearly all actives have a fitted effect of over 70% in size; inactives centre near 23
Target sequence (P83916 whole entry, looked up): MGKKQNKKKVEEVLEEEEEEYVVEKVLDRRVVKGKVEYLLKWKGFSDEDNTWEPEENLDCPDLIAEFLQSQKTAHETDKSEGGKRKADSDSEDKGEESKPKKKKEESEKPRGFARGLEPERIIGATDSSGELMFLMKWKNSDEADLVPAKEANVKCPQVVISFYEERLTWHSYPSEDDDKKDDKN
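HP1-beta protein (50 nM final) preincubated 30 min at room temperature with biotinylated H3(1-18)K9me3 peptide (50 nM) in PBS pH 7.4, 0.01% Tween-20, then compound added for 30 min. AlphaScreen streptavidin donor/nickel chelate acceptor beads (10 ug/mL final), 30 min dark, luminescence read.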
GLS inhibitor: glutaminase GLS (human) inhibition; O94925; GLS enzymatic activity, qHTS titration; Potency, µM (titrated, usually from 45.5 µM), for the others: at the highest dose activity change, negative = inhibition, hits mostly inhibitors; actives 0.21% (n = 410,000); AID 624170; further: potency means the concentration at half of the fitted maximal effect; on the % scale 0 is the no-effect control and ±100 the full control effect
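hKGA in 45 mM KH2PO4 (pH 8.2), 0.02% Tween-20 with compound, then 1mM L-Glutamine (stock as added) plus glutamate oxidase/HRP/Amplex red coupling mix. Fluorescence read initially and after 30 min at RT; signal change reflects glutamate formation.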
Pin1 inh: inhibitors of human Pin1. actives 0.009% (n = 390,000). Potency, µM (doses to about 115 µM), without a hit: at the highest dose activity, negative = inhibition, usual class: inhibitors. Pin1 FP peptide displacement, HiFluor488, 10 min; active means well fitted inhibition curve with a large enough effect in the polarisation, with a control signal flat, not every such curve was filed as active; inconclusive means small, poorly fitted or top-dose-only effect, or effect the other way, or a change in a side signal; inactive means no such curve, though single readings can be large or run the other way; the % refers to the polarisation; further: potency means the concentration at half of the fitted maximal effect; on the % scale 0 is the no-effect control and ±100 the full control effect
Target sequence (Q13526 whole entry, looked up): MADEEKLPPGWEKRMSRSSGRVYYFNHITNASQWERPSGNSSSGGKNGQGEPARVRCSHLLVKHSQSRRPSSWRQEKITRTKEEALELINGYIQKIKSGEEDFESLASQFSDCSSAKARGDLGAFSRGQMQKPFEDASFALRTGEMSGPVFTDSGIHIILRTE
POLH inh: blocks human DNA polymerase eta activity; recombinant Pol eta, fluorescent DNA replication assay; actives 1.2% (n = 390,000); Q9Y253; AID 588591; Potency, µM (series often up to 114 µM), without a hit: at the highest dose activity change, negative = inhibition, hits mostly inhibitors; further: potency means the concentration at half of the fitted maximal effect; on the % scale 0 is the no-effect control and ±100 the full control effect
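Pol eta at 10 nM preincubated with compounds 15 min at room temperature; reaction started with fluorescent substrate (50 nM final) and read kinetically at 0 and 10 min.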
PGK inhibitor: blocks T. brucei phosphoglycerate kinase; Potency, µM (titrated, usually from 57.5 µM), for inactives: at the highest dose activity change, negative = inhibition, most hits filed as inhibitors; actives 0.043% (n = 380,000); PGK/GAPDH coupled, Kinase-Glo luminescence, 60 min; further: potency means the concentration at half of the fitted maximal effect; on the % scale 0 is the no-effect control and ±100 the full control effect; nearly all actives have a fitted effect of over 60% in size
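Recombinant glycosomal PGK reaction used 1,3-bisphosphoglycerate generated in-well by GAPDH (100nM final) in 100mM TEA pH 7.6, 5mM MgCl2, 0.01% Tween-20. After 60 minutes at room temperature, ATP was read by Kinase-Glo Plus luminescence end-point.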
PI4K2A block: PI4K2A (human) kinase inhibition; purified PI4K2A, ADP-Glo luminescence, 1 h; active compounds read low; activity change, negative = inhibition, % at 76.9 µM; actives 0.13% (n = 420,000); in the data active means activity change below about -50%; inconclusive means mostly about -30% to -49%;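 further: -100% = wells without enzyme as full effect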
Target sequence (Q9BTU6 whole entry, looked up): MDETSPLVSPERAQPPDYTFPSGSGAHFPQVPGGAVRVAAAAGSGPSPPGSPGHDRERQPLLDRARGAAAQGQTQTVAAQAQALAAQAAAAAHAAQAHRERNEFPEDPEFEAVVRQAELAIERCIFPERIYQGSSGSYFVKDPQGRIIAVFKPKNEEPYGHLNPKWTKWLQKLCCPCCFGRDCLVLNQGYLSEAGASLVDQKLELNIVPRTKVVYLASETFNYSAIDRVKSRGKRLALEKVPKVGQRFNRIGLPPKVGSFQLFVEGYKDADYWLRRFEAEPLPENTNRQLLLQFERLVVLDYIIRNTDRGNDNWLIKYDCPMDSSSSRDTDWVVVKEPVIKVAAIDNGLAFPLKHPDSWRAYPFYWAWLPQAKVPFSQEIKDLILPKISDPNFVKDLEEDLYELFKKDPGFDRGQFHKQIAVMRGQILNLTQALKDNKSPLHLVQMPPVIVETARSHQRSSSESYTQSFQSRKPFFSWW
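PI4K2A activity was measured by ADP-Glo luminescence: enzyme (4 ug/mL stock) and phosphatidylinositol (1.2 mM stock) in Tris pH 7.5/MgCl2/EGTA/Triton X-100 buffer were reacted with ATP (300 microM stock) for one hour at ambient temperature.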
BAZ2B inh: inhibitors of human BAZ2B bromodomain | Q9UIF8 | AlphaScreen BAZ2B-H3K14Ac peptide displacement | Potency, µM (titrated, usually from 114 µM), without a hit: at the highest dose activity change, negative = inhibition, actives largely listed as inhibitors | actives 4.4% (n = 360,000) | AID 504333; further: potency means the concentration at half of the fitted maximal effect; on the % scale 0 is the no-effect control and ±100 the full control effect; nearly all actives have a fitted effect of over 60% in size
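Protein-peptide AlphaScreen: BAZ2B 50 nM, b-H3K14Ac 50 nM, 1x PBS pH 7.4 + 0.01% Tween-20. Preincubation 30 min RT; cpd 30 min RT (top 110 uM); beads 20 min RT, light-protected.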
Starred values were filed as active, the others as inactive; i = inactive; ? = inconclusive; . = not tested or not shown; & = joins results of further samples; [ ] = another dose, or the depositor's remark. Unless noted, the call rests on the fitted dose curve; in most records, active means well fitted curve in the direction sought with a large enough effect; inconclusive means small, poorly fitted or top-dose-only effect, or another doubt; inactive means no such curve, though single readings can be large; an effect the other way counts as inactive or inconclusive. A portion of the library. The share of hits here may be higher or lower than overall.

SMILES	JMJD2A Tudor inh	G9a block	HP1b binding inh	GLS inhibitor	Pin1 inh	POLH inh	PGK inhibitor	PI4K2A block	BAZ2B inh
COC(=O)CNC(=O)CN(c1ccc(OC)cc1OC)S(=O)(=O)c1ccccc1	-19%	9%[0.501 µM]	30%	0%	-26%	-10%	11%	5	12%
CN1CCc2c(c3c(n2C)CCN(C)[C@@H]3c2cccnc2)[C@H]1c1cccnc1	-5%	?	27%	18%	-12%	-20%	1%	-1	-15%&-36%
Cc1cccc(C(=O)NNC(=O)c2ccccc2Br)c1	-15%	-1%	6%	5%	-2%	4%	i	2	2%
Cc1nc2cc(N3CCCCC3)c(NC(=O)c3cccnc3)cc2c(=O)n1Cc1ccccc1	-3%	-10%[59 µM]	38%[activator]	7%	28%	?	-4%	-1	1%
Cc1sc2ncnc(N3CCN(S(=O)(=O)c4ccc(Br)cc4)CC3)c2c1C	0%	.	27%	-13%	-7%	-7%	6%	7	.
Cc1cc(C)n(-c2ccc(F)cc2CN2CCN(C3CCCC3)C(CCO)C2)n1 (centres undefined)	-18%	0%	8%[57 µM]	4%	3%	2%	-9%	6	-17%
CC(c1ccccc1)c1nnc(NC(=O)Nc2ccccc2)s1 (centres undefined)	-6%	-9%	40%[activator]	6%	8%	-10%	-6%	-18	-2%
Cc1ccc(C)c(Cn2c(=O)n(CCCCCC(=O)NCc3ccc4c(c3)OCO4)c(=O)c3sccc32)c1	-12%	-4%[59 µM]	12%	-27%	15%	-11%	i	2	-16%
O=C(c1ccccc1)N1N=C(c2ccccc2)CC1c1ccccc1O (centres undefined)	11µM*	?	?	0%	2%	-16%	-9%	-7	?
CC(C)C(=O)N(Cc1cc(=O)[nH]c2ccccc12)c1ccccc1	-14%	?	15%	6%	1%	2%	0%	8	-14%
CCOC(=O)Cc1csc(NC(=O)c2ccco2)n1	79µM*	-5%[12.7 µM]	15%	3%	3%	-7%	2%	4	-3%
CCCCC(=O)Nc1nnc(SCC(=O)N2CCN(c3ccccc3OC)CC2)s1	-10%	-1%	60%[activator]	14%	2%	4%	4%	2	-5%

The closing 2 records of the part before come first, to join the parts.
SMILES	JMJD2A Tudor inh	G9a block	HP1b binding inh	GLS inhibitor	Pin1 inh	POLH inh	PGK inhibitor	PI4K2A block	BAZ2B inh
CCOC(=O)Cc1csc(NC(=O)c2ccco2)n1	79µM*	-5%[12.7 µM]	15%	3%	3%	-7%	2%	4	-3%
CCCCC(=O)Nc1nnc(SCC(=O)N2CCN(c3ccccc3OC)CC2)s1	-10%	-1%	60%[activator]	14%	2%	4%	4%	2	-5%
COc1ccc(N(CC(=O)O)S(=O)(=O)c2ccccc2[N+](=O)[O-])c(OC)c1	-4%	4%	43%[activator]	-4%	1%	-9%	i	2	-19%
COC(=O)Cn1c(=O)c(=O)n(CC(=O)OC)c2ccccc21	-31%	15%[59 µM]	-8%	8%	-5%	-18%	i	2	-31%
CCn1c(SCC(=O)Nc2nnc(C)s2)nnc1C(C)NC(=O)c1ccccc1F (centres undefined)	-11%	14%	33%	-3%	-1%	0%	-8%	2	5%
CCc1ccc(N2CC(C(=O)Nc3ccc(C)c(S(=O)(=O)N4CCOCC4)c3)CC2=O)cc1 (centres undefined)	-25%	-70%[59 µM]	23%	14%	4%	-6%	0%	1	2%
CC(C)NS(=O)(=O)c1ccc(OCC(=O)NC2CCCCCC2)cc1	-7%	?	14%	7%	-2%	-3%	1%	-2	0%
O=C(NCc1ccc(F)cc1)c1cc(S(=O)(=O)N2CCCCC2)ccc1N1CCOCC1	7%	-8%[2.33 µM]	46%[activator]	3%	7%	-1%	-4%	0	8%
CC(C)NC(=O)C(=O)NCCCN1CCOCC1	-8%	16%	10%	5%	-1%	-19%	-6%	-19	3%
O=C(O)CCCC(=O)OCCc1cc2ccccc2c(=O)o1	-11%	.	26%	2%	-4%	-15%	-9%	8	.
CCOC(=O)c1ccc(S(=O)(=O)N2CCN(C(=O)c3cc(=O)c4ccccc4o3)CC2)cc1	-17%	-39%	13%	10%	9%	-16%	-6%	1	-21%
COc1cc(/C=C2/C(=N)N3C=CSC3=NC2=O)ccc1OCCCOc1ccccc1C	5%	-13%[0.501 µM]	8%	6%	?	-15%	.	4	4%
NS(=O)(=O)c1ccc(NC(=O)CSc2n[nH]c(=O)n2C2CC2)cc1	-10%	19%[12.7 µM]	36%	-1%	0%	-1%	0%	1	-4%
CCOC(=O)c1c(N)nn(C(=O)C(C)C)c1-c1ccccc1	29%	11%	68%[activator]	7%	0%	-5%	i	7	109%[activator]
CCOC(=O)c1ccc(N2C(=O)CC(N3CC(C)OC(C)C3)C2=O)cc1 (centres undefined)	-21%	-41%[59 µM]	64%[activator]	7%	2%	-8%	-3%	-6	-3%
Cn1c(NC(=O)c2ccco2)c(-c2ccccc2)c(=O)c2ccccc21	-15%	?	66%[activator]	-9%	-10%	0%	2%	2	-25%
CC(C)Cc1ccccc1S(N)(=O)=O	-1%	?	63%[activator]	3%	-13%	1%	-8%	-3	3%
CC(OC(=O)CCc1nc2ccccc2c(=O)[nH]1)C(=O)Nc1ncc(Cl)cc1Cl (centres undefined)	-6%	?	27%	0%	14%	-6%	-2%	2	-26%
O=C(/C=C/c1ccccc1)Nc1cccc(S(=O)(=O)Nc2ccccc2F)c1	45µM*	1.6µM*	?	3%	0%	-9%	-7%	-1	45µM*
Cc1ccc(S(=O)(=O)N2CCN(C(=O)CSc3nc4ccccc4o3)C2)cc1	-8%[11.4 µM]	-2%[2.33 µM]	-2%	-1%	4%	-16%	-7%	-2	6%
CCn1c(SC(C)C(=O)NC2CCCC2)nc2cc(S(N)(=O)=O)ccc21 (centres undefined)	-6%	?	35%	7%	2%	-10%	-1%	-1	-7%
COc1ccc(C(=O)NCC(=O)N=Nc2c(O)n(C)c3ccccc23)cc1OC	-3%	?	29%	-2%	?	2%	9%	-6	-6%
C[C@@H]1CN([C@H](C)CO)C(=O)c2cc(C#CC3CC3)cnc2O[C@H]1CN(C)S(C)(=O)=O	.	.	.	1%	.	-3%	-4%	-3	.
CCOc1ccc(NC(=O)C2CCCN(C(=O)Nc3ccccc3)C2)cc1 (centres undefined)	-9%	-11%[59 µM]	9%	3%	-7%	-9%	7%	4	-6%
COc1ccc(C(NC(=O)c2c(F)c(F)c(F)c(F)c2F)c2ccccc2)cc1 (centres undefined)	-10%	49%[activator][59 µM]	45%[activator]	2%	1%	-12%	8%	3	3%
CC(C(=O)N1CCOCC1)N1c2cccc3cccc(c23)S1(=O)=O (centres undefined)	-6%	?	37%[activator]	-8%	3%	-11%	i[11.5 µM]	0	-1%
Cc1ccc(S(=O)(=O)NC(=O)Nc2cc(C)on2)cc1	-3%	36%[12.7 µM]	26%	-1%	0%	1%	4%	0	-15%
Cc1c(C(=O)Nc2ccccc2[N+](=O)[O-])csc1-c1ccccc1	?	25µM*	28µM*	-12%	-5%	-19%	-3%	-12	11µM*
c1ccc2cc(C3OCC4(CCCC4)CO3)ccc2c1	.	.	.	1%	.	-21%	-1%	-3	.
O=C(Nc1ccccc1C(=O)N1CCN(c2ccccc2)CC1)c1ccco1	-18%[57.1 µM]	-45%[12.7 µM]	34%	29%	-5%	-3%	i	-10	-8%
CN1CCN(CC(=O)Nc2nnc(-c3cccs3)s2)CC1	11µM*	?	4%	10%	-2%	-4%	0%	2	-4%
CCOC(=O)N1CCN(CC(O)COc2ccc(C)cc2C(C)(C)C)CC1 (centres undefined)	-24%	3%[59 µM]	12%	-1%	4%	-9%	-1%	-8	-7%
Cc1ccc(OCC(=O)N(Cc2ccco2)Cc2ccco2)cc1C	?	?	-16%	-8%	0%	-21%	-4%	-15	-13%
COc1cc(/C=C2/NC(=O)N(Cc3ccccc3F)C2=O)ccc1O	4%[11.4 µM]	?	-3%	-17%	5%	-16%	i	-4	0%
COC(=O)C(O)(CC(=O)Nc1cccc(SC)c1)C(F)(F)F (centres undefined)	0%	-24%[59 µM]	26%	-6%	-2%	-11%	.	-2	-17%
CN(CCO)C(=O)C1CCN(c2ncc(C(F)(F)F)cc2Cl)CC1	-16%	40%[12.7 µM]	-25%	5%	1%	-8%	11%	-5	-6%
Cc1ccc(SCC(=O)OCC(=O)N(CC(C)C)c2c(N)n(Cc3ccccc3)c(=O)[nH]c2=O)cc1C	-10%	-34%	-6%	0%	29%	2%	i	4	-1%
CCOc1ccc(Nc2nc(NCCN3CCOCC3)nc(OC)n2)cc1	-25%	-4%[12.7 µM]	-4%	22%	-4%	2%	-2%	0	4%
CC1=[N+]([O-])C(N2CCOCC2)C(O)(c2ccccc2)C1 (centres undefined)	-13%	3%[59 µM]	32%	6%	-5%	-15%	8%	4	.
CCOc1ccccc1C(=O)N[C@H](C(=O)Nc1cc(S(=O)(=O)N(C)C)ccc1OC)C(C)C	-1%	3%	22%	1%	58%[activator]	-10%	2%	3	.
COc1ccc2c(c1)c(C(=O)O)c(C)n2-c1ccccc1	-12%	.	5%	4%	-9%	1%	7%	-3	-1%
CSc1ncc(Cl)c(C(=O)N(Cc2ccccc2Cl)C2CCS(=O)(=O)C2)n1 (centres undefined)	-30%	7%[59 µM]	40%[activator]	-3%	-8%	-20%	i	-11	-21%
CCOc1ccc(C(=O)Nc2ccc(-c3nc4ccccc4s3)c(C)c2)cc1OCC	-9%	1%[59 µM]	42%[activator]	-4%	11%	-17%	-2%	-2	0%
COc1ccc(-n2nnnc2SCC(=O)N2CCCc3ccccc32)cc1OC	-5%	15%[59 µM]	43%	-15%	-1%	-20%	-8%	-1	9%
